LmPK inhibitor – inhibitors of Leishmania mexicana pyruvate kinase | purified LmPK, Kinase-Glo ATP luminescence, 1 h | hit rate 0.37% among 290,000 | Potency, µM (series often up to 57.5 µM), inactives show at the highest dose activity change, negative = inhibition, hits mostly inhibitors | Q27686; further: potency means the concentration at half of the fitted maximal effect; on the % scale 0 is the no-effect control and ±100 the full control effect
Target sequence (Q27686 whole entry, looked up): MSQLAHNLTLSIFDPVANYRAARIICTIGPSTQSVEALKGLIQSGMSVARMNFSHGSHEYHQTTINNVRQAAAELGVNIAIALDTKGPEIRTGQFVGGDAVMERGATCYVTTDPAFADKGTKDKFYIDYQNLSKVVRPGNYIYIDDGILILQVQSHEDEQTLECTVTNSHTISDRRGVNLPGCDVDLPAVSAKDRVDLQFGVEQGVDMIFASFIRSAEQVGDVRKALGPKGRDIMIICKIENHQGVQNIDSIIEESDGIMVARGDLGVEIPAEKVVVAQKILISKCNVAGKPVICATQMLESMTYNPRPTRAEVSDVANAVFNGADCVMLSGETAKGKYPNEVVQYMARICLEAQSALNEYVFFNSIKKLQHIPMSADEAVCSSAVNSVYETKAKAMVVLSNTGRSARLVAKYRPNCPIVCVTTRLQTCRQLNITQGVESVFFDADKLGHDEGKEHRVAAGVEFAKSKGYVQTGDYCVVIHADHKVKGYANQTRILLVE
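ATP generated from ADP (0.1 mM) and PEP (0.5 mM) by 0.1 nM LmPK over 1 h at room temperature (pH 7.2 imidazole buffer) was detected by coupled luciferase luminescence. Values were normalized to uninhibited and no-enzyme wells.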
AmpC inh no detg – blocks E. coli AmpC beta-lactamase in detergent-free assay; Potency, µM (titrated, usually from 57.1 µM), without a hit: top-dose activity change, negative = inhibition, hits mostly inhibitors; hit rate 0.52% among 330,000; AmpC nitrocefin hydrolysis, absorbance 480 nm, 0.0001% Triton; AID 485341;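 further: potency means the concentration at half of the fitted maximal effect; plate controls were no compound for no effect and no enzyme for full effect; nearly all actives have a fitted effect of over 20% in size; some results filed as inactive show a strong effect at the top dose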
Target sequence (P00811 whole entry, looked up): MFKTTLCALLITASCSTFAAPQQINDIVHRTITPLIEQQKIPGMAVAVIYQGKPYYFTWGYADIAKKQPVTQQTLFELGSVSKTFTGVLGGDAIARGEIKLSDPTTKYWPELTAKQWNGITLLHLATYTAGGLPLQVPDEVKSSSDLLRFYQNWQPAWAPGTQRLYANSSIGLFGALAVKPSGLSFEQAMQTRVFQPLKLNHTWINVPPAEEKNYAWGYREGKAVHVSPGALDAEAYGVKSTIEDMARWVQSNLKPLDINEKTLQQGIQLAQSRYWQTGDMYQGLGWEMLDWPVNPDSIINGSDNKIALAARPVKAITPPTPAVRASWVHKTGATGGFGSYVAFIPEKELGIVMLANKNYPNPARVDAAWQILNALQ
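20 mM phosphate pH 7.0 + 0.01% (detergent screen) or 0.0001% Triton X-100; 5.3 nM AmpC reagent; cpd preinc 15 min RT; nitrocefin (800 uM stock) to start; A480 q20 s × 4 min; Activity was normalised to no-enzyme and no-compound control wells.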
TbPYK inhibitor – inhibitors of Trypanosoma brucei pyruvate kinase; Q57TT1; TbPYK enzyme, Kinase-Glo Plus ATP luminescence, 45 min; Potency, µM (titrated, usually from 76.8 µM), without a hit: at the top dose activity, negative = inhibition, actives largely listed as inhibitors; hit rate 0.12% among 410,000; further: potency means the concentration at half of the fitted maximal effect; on the % scale 0 is the no-effect control and ±100 the full control effect; nearly all actives have a fitted effect of over 50% in size
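Luminescent Kinase-Glo Plus end-point after 45 min room-temperature reaction of T. brucei pyruvate kinase started with 130 uM ADP (final). Buffer TEA 50 mM pH 7.2 with KCl, MgCl2, BSA, Tween-20; titration-based qHTS with fitted concentration-effect curves.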
Shiga inhibitor – blocks Shiga toxin action in Vero cells. Vero cells, Shiga toxin protein synthesis inhibition reporter. inhibition, % at 38.7 µM. hit rate 9.2% among 290,000. AID 2315; in the data active means inhibition mostly above about 28%, no sharp cut-off; inactive means mostly below about 43%; further: 0% is about no effect
CHX counter – counter-screen hit for Shiga toxin inhibitors, cycloheximide. max response, %. cell reporter, cycloheximide protein synthesis inhibition counterscreen. hit rate 12% among 300,000; in the data active means max response mostly above about 13%, no sharp cut-off; inactive means mostly below about 14%; further: read at 38.3 µM for the half of the compounds with a filed dose; 0% is about no effect
Pf growth 96h – P. falciparum growth inhibition at 96 hour, primary screen for plastid delayed-death inhibitors | hit rate 6.9% among 320,000 | Potency, µM (titrated, usually from 28.7 µM), for inactives: top-dose activity change, negative = inhibition, hits mostly inhibitors | P. falciparum luciferase reporter growth, 96 h; further: potency means the concentration at half of the fitted maximal effect; on the % scale 0 is the no-effect control and ±100 the full control effect
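Two-generation exposure (96 h) targets delayed-death phenotype. Reporter parasites carrying integrated firefly luciferase, in red cells at 2% hematocrit and 0.05% parasitemia final, kept at 37 C, 5% CO2; luminescence loss indicates inhibition.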
Pf growth 48h – inhibits P. falciparum growth in the first generation, 48 h | AID 504832 | P. falciparum luciferase growth in erythrocytes, 48 h | Potency, µM (titrated, usually from 28.7 µM), for inactives: top-dose activity change, negative = inhibition, actives largely listed as inhibitors | hit rate 5.9% among 310,000; further: potency means the concentration at half of the fitted maximal effect; on the % scale 0 is the no-effect control and ±100 the full control effect
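Here the parasites carry a stable luciferase gene and grow inside erythrocytes in Albumax-based RPMI medium with compound for one erythrocytic cycle. Activity is scored as loss of luminescent signal.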
Numbers without * were called inactive; i = inactive; ? = inconclusive; / = no result given; & = joins results of further samples; [ ] = another dose, or the depositor's remark. Unless noted, the call rests on the fitted dose curve; in most records, active means well fitted curve in the direction sought with a large enough effect; inconclusive means small, poorly fitted or top-dose-only effect, or another doubt; inactive means no such curve, though single readings can be large; an effect the other way counts as inactive or inconclusive. This is a random part of the collection; about 22% have a hit in one of these screens.

SMILES | LmPK inhibitor | AmpC inh no detg | TbPYK inhibitor | Shiga inhibitor | CHX counter | Pf growth 96h | Pf growth 48h
NC(=O)c1cc([N+](=O)[O-])ccc1NCc1ccc(F)cc1 | / | -50% | -7% | / | / | ? | -23%
COc1ccc(CNc2cccc3[nH]c(C(F)(F)F)nc23)cc1OC | 8% | -11% | -23% | -9 | -5 | -11% | 1.5µM*
CN(C)c1ccc(C=NCC2COc3ccccc3O2)cc1 (stereo not drawn) | 9% | -4% | 4% | 12 | 2 | 30% | 9%
O=C(O)COc1ccc(=O)n(-c2ccccc2)n1 | -6% | -22% | 12% | -8 | -1 | / | 23%
Cc1ccc(NC(=O)N2C(=O)C3(OCCO3)c3ccccc32)cc1 | 0% | -12% | -2% | 93* | 43* | 6.6µM* | 103%[activator]
COc1ccc([N+](=O)[O-])cc1N1C(=O)c2cccnc2C1=O | 0% | 1% | 3% | -7 | -1 | 1% | ?
O=C(O)CCCC(=O)NCCc1cccc(Cl)c1 | 0% | -10% | 5% | -9 | 1 | 0% | -2%
CCN1CCN(C(CNS(=O)(=O)c2ccccc2)c2ccccc2)CC1 (stereo not drawn) | -9% | -13% | -3% | -8 | -3 | 2% | 17%
Cc1ccc(C(=O)Nc2ccccc2C(=O)NC(Cc2ccccc2)C(=O)O)cc1 (stereo not drawn) | 4% | 1% | -2% | 52 | 11 | -2% | ?
CCC(=O)N(C(=O)CC)N1CCN(c2ccncc2S(=O)(=O)N2CCCCC2)CC1 | -5% | 125%[activator] | 1% | -27 | -3 | ? | ?
O=C(/C=C/c1ccccc1)Nc1nnc(SCC(=O)c2ccc3ccccc3c2)s1 | -8% | -29% | -10% | 23 | 12 | ? | 31%[activator]
Cc1ccccc1NC(=O)COc1ccc2oc(=O)cc(C)c2c1 | 0% | -8% | 0% | 15 | 0 | 15% | -3%
Cc1nn(Cc2ccccc2Cl)c(Cl)c1C(=O)OCC(=O)NC(=O)NC1CCCCC1 | 0% | -24% | -12% | 3 | -1 | -6% | 7%
Cn1nc(CC(=O)NCc2ccc(C(F)(F)F)cc2)c2ccccc2c1=O | 1% | -4% | 3% | 17 | 7 | 95% | -14%
COCC(=O)Nc1nnc(-c2ccc(C(C)(C)C)cc2)s1 | -4% | 22% | 3% | 91* | 52* | 16% | 13%
COc1cc(S(=O)(=O)N2CCCCC2)ccc1NC(=O)Cc1ccccc1 | 7% | -26% | -22% | -9 | 0 | / | -29%
CCC(NC(C)C)C(O)c1ccc(O)c(O)c1 (stereo not drawn) | -16% | -24% | -7% | 16 | -2 | ? | ?
Cc1ccc2nc(C)c3c(c2c1)OC(C(C)(Cl)Br)C3 (stereo not drawn) | -1% | 62%[activator] | -3% | -4 | -4 | ? | 13µM*
O=C(Nc1nnc(CC2=CCCCC2)s1)c1cccs1 | -6% | -36% | -4% | 100* | 30* | / | 59%[activator]
CCc1ccc(-c2nc(CS(=O)CC(=O)NCCN3CCCCCC3)c(C)o2)cc1 (stereo not drawn) | -1% | 147%[activator] | -2% | 22 | 27* | -5% | 13%
Cn1c(Cn2nnc3ccccc32)nnc1SCC(=O)Nc1nccs1 | -3% | -1% | -10% | -3 | 5 | 40%[activator] | -7%
CSCc1ccc(C(=O)NCCSc2ccc(Br)cc2)cc1 | -6% | -56% | -6% | 103* | 55* | 134%[activator] | 102%[activator]
CC(=O)Nc1cccc(NC(=O)c2csc(C)c2)c1 | -9% | 83%[activator] | -10% | -18 | -3 | ? | -5%
CCC(C)c1c(O)nc(SCc2ccccc2)[nH]c1=O (stereo not drawn) | 7% | / | -10% | 32 | -2 | / | ?
O=C(COC(=O)CCc1ccc(S(=O)(=O)N2CCOCC2)cc1)Nc1ncc(C(F)(F)F)cc1Cl | 5% | 11% | 2% | -17 | -2 | / | 6%
Going on with the list:
SMILES | LmPK inhibitor | AmpC inh no detg | TbPYK inhibitor | Shiga inhibitor | CHX counter | Pf growth 96h | Pf growth 48h
CCC(C)c1ccc(NC(=O)c2cccnc2)cc1 (stereo not drawn) | -1% | -6% | -17% | 59* | 43* | 5% | -27%
CCOc1ccc(-n2nc3c(SCCN4CCCC4)nnc(C)c3c2C)cc1 | -6% | -15% | -2% | -6 | -1 | -6% | ?
CCC(C)Sc1ccc(-c2nc3cnccn3c2NC2CCCCC2)cc1 (stereo not drawn) | / | 38% | -5%&4% | / | / | 7.4µM* | 7.4µM*
O=C(COc1nsnc1N1CCOCC1)Nc1ccccc1Cl | 0% | -19% | -1% | 6 | 8 | 0% | 28%
Cc1cc(OCCNCCO)cc(C)c1Cl | 2% | 3% | -2% | -11 | 1 | 2% | -21%
Cc1cccnc1NC(=O)c1ccc(Cl)c(S(=O)(=O)N2CCCCCC2)c1 | -1% | 12% | -21% | -2 | 4 | ? | ?
O=C(N/N=C/c1ccsc1)c1c[nH]c2ccccc12 | 2% | -44% | 2% | 67* | 47* | 0% | 19%
O=C1CCOc2cc(OCc3ccccc3)ccc21 | ? | 2% | -2% | 50* | 33* | i | i
Cn1cccc1-c1cc(C(=O)N/N=C/c2ccc(Cl)cc2)[nH]n1 | 2% | -39% | 4% | 3 | -7 | 492%[activator] | -23%
O=C(COC(=O)c1ccco1)Nc1nc2ccccc2s1 | 0% | 3% | -1% | 32 | 21* | -2% | 24%
CSc1ncc(-c2ccccc2)cn1 | -4% | -16% | -2% | 77 | 47* | 16% | 26%
CC(C(=O)N1CCCc2c1c(=O)oc1ccc(O)cc21)N1CCc2ccccc2C1 (stereo not drawn) | -6% | -30% | 4% | -23 | -10 | -24% | ?
O=C(c1cc(C(=O)NCc2ccccc2)c(=O)n(Cc2ccccc2)c1)c1cc(Br)ccc1O | 5% | -46% | 2% | -1 | -1 | 0.41µM* | 1.5µM*
Cc1cccc(C(=O)NCC(=O)N2CCCC2)c1 | -6% | -4% | -3% | 49* | 12* | 32%[activator] | 41%[activator]
C[C@H](NC(=O)CCCn1nnc2ccccc2c1=O)C(=O)O | -11% | -13% | 1% | -4 | -1 | -2% | 0%
CCOC(=O)c1ccc(N2C(=O)c3n[nH]c(C)c3C2c2ccccn2)cc1 (stereo not drawn) | 4% | -2% | 1% | -9 | -3 | 2% | /
Cc1ccc(-n2c(NN)nc3ccccc3c2=O)c(C)c1 | 2% | ? | -10% | -8 | -6 | 9.3µM* | ?
COC(=O)[C@@H](Cc1c[nH]c2ccccc12)NC(=O)C1CCCN(S(=O)(=O)c2ccc(C)cc2)C1 (stereo partly drawn) | 1% | 17% | 6% | -15 | -5 | ? | ?
Cc1ccc(-c2noc(CCCC(=O)NC3CCCCC3)n2)cc1 | 1% | 21% | 3% | 5 | 6 | 0% | 24%
CN(C)CCCN(C(=O)c1ccc(C(=O)c2ccccc2)cc1)c1nc2cc3c(cc2s1)OCO3 | -2% | 272%[activator] | 2% | -27 | -12 | -20% | 12µM*
COc1ccc(OC)c(NC(=O)CN(Cc2ccccc2)S(C)(=O)=O)c1 | 3% | -1%[2.29 µM] | -5% | 21 | -2 | ? | 9%
C(=N\Nc1nc(-c2ccccn2)nc2ccccc12)/c1ccccc1 | 5% | -12% | / | 7 | 7 | 2.1µM* | 4.7µM*
Cn1cccc1C(=O)OCC(=O)Nc1cccc(S(=O)(=O)N2CCOCC2)c1 | 4% | -6% | 6% | 2 | 6 | ? | 7%
O=C(NCCC1=CCCCC1)c1ccc2c(c1)N(Cc1ccccc1)C(=O)CS2 | 5% | -40% | -1% | -12 | 13 | 5.9µM* | /
CCCCCn1c(N)c(-c2nc3ccccc3s2)c2c([N+](=O)[O-])nn(CC)c(=O)c21 | 0% | -6% | -6% | -9 | 0 | 5% | /

Ordered by length of the SMILES (descending): part of the list above.
SMILES | LmPK inhibitor | AmpC inh no detg | TbPYK inhibitor | Shiga inhibitor | CHX counter | Pf growth 96h | Pf growth 48h
CCCCCn1c(N)c(-c2nc3ccccc3s2)c2c([N+](=O)[O-])nn(CC)c(=O)c21 | 0% | -6% | -6% | -9 | 0 | 5% | /
Cc1ccc(-n2c(NN)nc3ccccc3c2=O)c(C)c1 | 2% | ? | -10% | -8 | -6 | 9.3µM* | ?
O=C(COc1nsnc1N1CCOCC1)Nc1ccccc1Cl | 0% | -19% | -1% | 6 | 8 | 0% | 28%

The listing continues:
SMILES | LmPK inhibitor | AmpC inh no detg | TbPYK inhibitor | Shiga inhibitor | CHX counter | Pf growth 96h | Pf growth 48h
Cc1cc(NC(=O)c2c(C)noc2C)no1 | 0% | -12% | -1% | -4 | -1 | 0% | 72%[activator]
O=C(c1cccs1)N1CCN(CCCc2ccccc2)CC1 | -4% | 7% | 33%[activator] | -1 | 7 | -23% | /
CCOc1cc(/C=C2\SC(=S)N(NS(=O)(=O)c3ccccc3)C2=O)ccc1O | 2% | -38% | -6% | -5 | -6 | 23% | -1%
N#C/C(=C\c1cc(O)c(O)c(O)c1)C(N)=O | 4% | -28% | ? | -8 | -2 | ? | 10µM*
CCN(C(=O)COC(=O)c1sccc1C)c1c(N)n(Cc2ccccc2)c(=O)[nH]c1=O | / | -14% | 8% | / | / | -28% | 8%
CC1CCN(C(=O)C2c3ccccc3C(=O)N3CCc4ccccc4C23)CC1 (stereo not drawn) | -3% | 7% | 2% | -8 | -1 | ? | -13%
O=C(Nc1ccccc1N1CCCC1)c1ccccc1Cl | -2% | -26% | -1% | 13 | -3 | 127%[activator] | 4%
Cc1ccc(C(C)C)c(OCC(=O)NCC(c2cccs2)N2CCOCC2)c1 (stereo not drawn) | / | 251%[activator] | 0% | / | / | 10µM* | 13µM*
CC1=C(C(=O)OC(C)C)C(C2CC=CCC2)NC(=O)N1 (stereo not drawn) | -8% | -15% | 8% | -7 | 1 | 12% | -17%
Cn1cnnc1SCc1ccc(C#N)cc1Cl | 2% | -13% | -7% | -9 | -7 | -10% | 23%
COc1cccc(C2SCC(=O)N2c2cccc(C)c2)c1OC (stereo not drawn) | -1% | -12% | 4% | -14 | 0 | 95%[activator] | ?
Cc1ccc(NS(=O)(=O)c2ccccc2[N+](=O)[O-])cc1C | 0% | -24% | 7% | 37 | 10 | -3% | -13%
C[C@H](NC(=O)OC(C)(C)C)c1nnc(SCC(N)=O)o1 | 4% | -6% | -11% | 8 | 2 | 0%[5.75 µM] | 2%
CCC(C)(C)n1nnnc1C(C(C)C)N1CCSCC1 (stereo not drawn) | 7% | -20% | -14% | -11 | -6 | ? | /
Cc1ccc(Sc2nc(-c3ccccc3)ccc2C#N)cc1 | 2% | -18% | 6% | 3 | 2 | 23% | -3%
CCOc1ccccc1C(=O)NCC(=O)OCCOc1cccc(Cl)c1 | 6% | -2% | -2% | -6 | -3 | ? | 13%
CC(C)(C)c1nnc(NC(=O)c2ccc3c(c2)OCO3)s1 | -1% | -28% | -21% | 170* | 39* | 42%[activator] | 176%[activator]
CCOc1ccc(/C=C/C2=NNC(=O)CC2)cc1 | ? | -4% | -11% | 53* | 23* | 71%[activator] | 51%[activator]

Assay outcomes: PubChem, National Center for Advancing Translational Sciences (NCATS)
